Bioassay records as filed in PubChem.
SENP1 FRET inh: SENP1 (human) catalytic domain inhibition; Q9P0U3; recombinant SENP1 catalytic domain, CyPet-SUMO1-YPet FRET cleavage; inhibition, % at 10 µM; 360,000 compounds, 0.21% hits;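 active means inhibition at least 30% at 10 µM, raw YFP signal under a set limit, fluorescence ratio 0.5 to 1.5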;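 further: 0% = enzyme with DMSO and 100% = no enzyme wells; some results filed as inactive read as strong as hits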
Target sequence (Q9P0U3 419-644 limits assumed): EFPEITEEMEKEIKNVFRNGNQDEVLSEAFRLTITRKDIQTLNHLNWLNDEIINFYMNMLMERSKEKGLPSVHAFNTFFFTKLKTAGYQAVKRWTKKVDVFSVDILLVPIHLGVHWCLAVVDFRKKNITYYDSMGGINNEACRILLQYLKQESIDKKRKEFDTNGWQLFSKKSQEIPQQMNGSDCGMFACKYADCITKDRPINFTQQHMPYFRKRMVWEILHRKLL
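Assay system: hSENP1 catalytic domain, recombinant. Amount: SENP1 enzyme, 20 pM final. Schedule: 50 min reaction, RT, dark. Technique: FRET, CFP and YFP emission. Control set: no-enzyme wells low, DMSO-plus-enzyme wells high control.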
mIAP inh: mouse IAP inhibition | inhibition, % at 10 µM | AID 2806 | purified mouse IAP, CDP-Star luminescence, 30 min | 330,000 compounds, 0.2% hits;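 active means inhibition of at least 40% at 10 µM in the primary screen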;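 further: plate controls were DMSO with enzyme for no effect and no enzyme wells for full effect; values of inactives mirror those of a sister screen read the other way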
hIAP act: increases human intestinal alkaline phosphatase activity | P09923 | purified human IAP, CDP-Star luminescence, 30 min; stronger effect = higher value; 1 = vehicle-only enzyme, 0 = enzyme-free background | activation factor at 10 µM | 330,000 compounds, 0.16% hits;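 active means activation factor of the enzyme at least 2-fold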; further: the source names both 10 and 20 µM as test concentration; values of inactives mirror those of a sister screen read the other way
beta cell repl: inducers of beta-cell replication in MIN6 cells; proliferation, % at 10 µM; MIN6 cells proliferation, ATPlite luminescence, 48 h; cells starved in 0.2% serum; 100% = growth in 10% serum; 330,000 compounds, 0.29% hits;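 active means compounds whose signal lies at least 3.5 SD above the mean of all wells on their plate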;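 further: 0% = DMSO-treated cells in low-serum medium and 100% = 10% serum control; some compounds called inactive have numbers as strong as hits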
NLRP3 yeast inh: NALP3 inhibition in yeast. Yeast reconstituted NLRP3/ASC/caspase-1, beta-gal luminescence, 24 h. inhibition, % at 10 µM. 330,000 compounds, 0.39% hits;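 active means inhibition of 50% or more; inactive means inhibition below 50%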;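 further: plate controls were induced DMSO wells for no effect and uninduced yeast grown without galactose for full effect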
A3A deaminase: inhibitors of human APOBEC3A DNA deaminase; recombinant A3A, FAM/TAMRA ssDNA deamination fluorescence; inhibition, % at 20 µM; 330,000 compounds, 0.41% hits;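 active means at least 40% inhibition at 20 µM here, with at most 30% in a related deaminase screen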;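 further: plate controls were A3A with DMSO for no effect and wells lacking A3A enzyme for full effect; some results filed as inactive read as strong as hits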
Target sequence (P31941 whole entry, looked up): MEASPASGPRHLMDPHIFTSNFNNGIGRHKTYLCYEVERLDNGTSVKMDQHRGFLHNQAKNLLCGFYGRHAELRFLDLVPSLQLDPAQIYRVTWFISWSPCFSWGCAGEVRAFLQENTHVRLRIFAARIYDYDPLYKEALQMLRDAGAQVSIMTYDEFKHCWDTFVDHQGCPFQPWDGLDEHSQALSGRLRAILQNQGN
mIAP activ: increases mouse intestinal alkaline phosphatase activity. muIAP, CDP-Star luminescence, 30 min; stronger effect = higher value; 1 = vehicle-only enzyme signal, 0 = enzyme-free wells. activation factor at 10 µM. 330,000 compounds, 0.24% hits;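 active means activation factor of at least 2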; further: the source names both 10 and 20 µM as test concentration; values of inactives mirror those of a sister screen read the other way
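System: Mouse IAP enzyme | Also added: CDP-Star substrate | Dosing: Compounds dispensed in DMSO | Schedule: 30 min enzyme-substrate-compound incubation at room temperature | Technique: Chemiluminescence readout | Control set: DMSO-only wells and no-enzyme negative control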
hIAP inh: human IAP inhibition; purified IAP, CDP-Star luminescence, 30 min; AID 2544; inhibition, % at 10 µM; P09923; 330,000 compounds, 0.12% hits;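 active means inhibition reaching a set limit with compound at 10 µM in the primary screen, cut at about 35% in these data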;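 further: plate controls were DMSO wells with enzyme for no effect and no-enzyme buffer wells for full effect; values of inactives mirror those of a sister screen read the other way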
APOBEC3G inh: blocks human APOBEC3G single-stranded DNA deamination; Q9HC16; 330,000 compounds, 0.28% hits; AID 493012; inhibition, % at 20 µM; recombinant A3G, ssDNA deamination FAM/TAMRA fluorescence;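 active means inhibition of at least 40% at 20 µM, with no more than 30% in the related APOBEC3A deaminase screen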;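 further: plate controls were DMSO wells with A3G for no effect and wells lacking A3G enzyme for full effect; some compounds called inactive have numbers as strong as hits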
Target sequence (Q9HC16 whole entry, looked up): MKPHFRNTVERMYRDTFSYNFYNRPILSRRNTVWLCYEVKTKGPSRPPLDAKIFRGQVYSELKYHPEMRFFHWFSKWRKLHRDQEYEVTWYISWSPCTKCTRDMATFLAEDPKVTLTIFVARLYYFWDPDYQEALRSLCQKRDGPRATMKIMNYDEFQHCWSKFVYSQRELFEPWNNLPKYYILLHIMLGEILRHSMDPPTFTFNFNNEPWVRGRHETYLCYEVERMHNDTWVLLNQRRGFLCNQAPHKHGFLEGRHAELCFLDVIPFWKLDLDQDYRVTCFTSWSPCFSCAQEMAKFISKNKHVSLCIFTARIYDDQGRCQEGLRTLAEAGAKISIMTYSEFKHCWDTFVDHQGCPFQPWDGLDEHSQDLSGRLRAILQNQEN
The depositor's hits bear a star; . = no result given. The list is partial; the hit share may differ from the screen's.

entry	structure	SENP1 FRET inh	mIAP inh	hIAP act	beta cell repl	NLRP3 yeast inh	A3A deaminase	mIAP activ	hIAP inh	APOBEC3G inh
1	Cc1ccccc1-n1cc(CNCc2c(C(=O)N(C)C)nc3ccc(Cl)cn23)cn1	-1	-7	1.1	-4	17	-4	1.1	-9	-7
2	Cc1c(C(=O)O)oc2c1C(O)CCC2 (configuration not stated)	0	-6	0.98	1	-11	2	1.1	2	0
3	O=C(NCc1cccnc1)C(=O)NC1CCCCC1	3	4	0.86	-2	0	-6	0.96	14	-4
4	Cc1ccc(C2CC(C(F)(F)F)n3nc(C(=O)NCc4ccco4)cc3N2)cc1 (configuration not stated)	7	-1	1.1	-3	-10	3	1	-10	0
5	O=C(N/N=C/c1sc(N2CCOCC2)nc1-c1ccccc1)c1ccccc1Cl	-91	-9	1.2	-3	8	1	1.1	-15	-7
6	NC(=O)c1ccccc1Nc1nc(NCCO)nc(N2CCCC2)n1	-5	1	0.78	0	12	-2	0.99	22	-12
7	NNC(=O)CN1CCN(c2ncc(C(F)(F)F)cc2Cl)CC1	-2	-1	0.96	-2	12	-4	1	4	-8
8	COCC(=O)Nc1ccccc1C#N	0	-1	0.87	1	10	0	1	13	-1
9	CC1=Nc2ccccc2N=C(NC(=O)c2ccccc2)C1c1ccc(Cl)cc1 (configuration not stated)	1	-16	1	-5	16	-2	1.2	-4	-6
10	O=C(Nc1ccc(F)c(F)c1)c1cc(S(=O)(=O)N2CCN(c3ccccn3)CC2)ccc1F	1	13	1.8	-3	5	1	0.87	-80	-7
11	COc1ccccc1Sc1nc(-c2ccccn2)ncc1OC	1	0	1.2	1	-6	-5	1	-17	-6
12	CCN(CC)C(=O)CSc1nnc([C@@H](N)Cc2ccccc2)o1	2	19	0.91	-2	2	-4	0.81	9	-7
13	O=C(COC(=O)CCNS(=O)(=O)c1cccs1)Nc1cc(C(F)(F)F)ccc1Cl	2	2	0.89	-4	-11	-3	0.97	11	-3
14	CN1CCN(C2Cc3ccccc3Sc3cc(C(F)(F)F)ccc32)CC1 (configuration not stated)	.	-4	0.99	-4	33	-1	1	0	-4
15	CCCCCCCCCCCC(=O)c1c(O)cccc1O	4	12	1	-6	5	-1	0.88	-3	-9
16	COc1ccc2cc(-c3[nH]ncc3CNCCn3nc(C)cc3C)ccc2c1	1	-16	1.2	-1	7	2	1.2	-25	-9
17	CCOc1ccc(NC(=O)CN(Cc2ccccc2)S(C)(=O)=O)cc1	1	-5	1	-3	0	1	1	-2	3
18	Cc1ccc(-c2[nH]c(=S)[nH]c(=O)c2C#N)cc1	3	5	0.88	-2	9	3	0.95	12	-1
19	Cc1ccc(CNC(=S)N2CCOCC2)cc1	6	-2	1.1	-2	6	-3	1	-13	-7
20	O=C(NCCc1ccccc1)C1CCN(S(=O)(=O)N2CCC3(CC2)OCCO3)CC1	2	-6	1	-2	1	-3	1.1	-4	-4
21	CC1CCC(NC(=O)Cn2c(=O)oc3ccccc32)CC1 (configuration not stated)	-2	2	0.76	1	-6	-3	0.98	24	-7
22	C/C(=N\NC(=O)CNc1cccc(Cl)c1C)C1CC1	2	2	1	0	18	-4	0.98	-3	-8
23	O=C(N/N=C/c1ccc(Br)o1)c1cccnc1	-4	2	1.1	0	10	-2	0.98	-8	-7
24	O=C1CSC(c2ccccn2)N1Cc1cn2ccccc2n1 (configuration not stated)	-20	4	1.2	-2	12	-1	0.96	-18	-1
25	OCCC1CN(Cc2cccc3c2OCO3)CCN1Cc1ccccc1 (configuration not stated)	0	0	1	-2	24	1	1	-5	0

Reprinted at random: 2 compounds from above
entry	structure	SENP1 FRET inh	mIAP inh	hIAP act	beta cell repl	NLRP3 yeast inh	A3A deaminase	mIAP activ	hIAP inh	APOBEC3G inh
5	O=C(N/N=C/c1sc(N2CCOCC2)nc1-c1ccccc1)c1ccccc1Cl	-91	-9	1.2	-3	8	1	1.1	-15	-7
23	O=C(N/N=C/c1ccc(Br)o1)c1cccnc1	-4	2	1.1	0	10	-2	0.98	-8	-7

(cont.)
entry	structure	SENP1 FRET inh	mIAP inh	hIAP act	beta cell repl	NLRP3 yeast inh	A3A deaminase	mIAP activ	hIAP inh	APOBEC3G inh
26	CN(C)CCCN(C(=O)c1cc(-c2cccs2)nc2ccccc12)c1nc2ccc(F)cc2s1	1	-1	1.1	-6	52*	0	1	-13	-2
27	CS(=O)(=O)c1ccc2nc(NC(=O)c3ccc(N4CCCC4=O)cc3)sc2c1	-2	5	0.91	-1	7	6	0.95	9	-2
28	O=C(O)C1CCCCC1C(=O)Nc1ccc2c(c1)OCO2 (configuration not stated)	2	-10	1.1	0	10	-4	1.1	-8	-4
29	CCOC(=O)c1sc(Nc2nc(C)cc(C)n2)nc1C	1	-1	1.1	-1	17	-4	1	-6	-6
30	N/C(=N\OC(=O)c1ccc(Cl)cc1)c1ccn[nH]1	4	5	1.1	-7	5	-3	0.95	-7	-4
31	COc1ccc(NC(=O)CCS(=O)(=O)c2ccccc2Cl)cc1S(=O)(=O)Nc1ccc(Cl)cc1	2	5	0.99	-1	11	5	0.95	1	3
32	O=C(Cn1c(=O)oc2cc(S(=O)(=O)N3CCCCCC3)ccc21)NC1CCCCCCC1	2	-1	1.1	-2	17	4	1	-11	5
33	COc1cccc(NC(=O)CN(C)C(=O)c2cc3c(s2)CCCCC3)c1	0	-22	1.1	-5	23	-2	1.2	-6	-9
34	CC(=O)c1ccc(N2CCN(CC(O)c3ccccc3)CC2)cc1 (configuration not stated)	-3	4	0.94	4	17	6	0.96	6	-13
35	CC(C)CN(C(=O)c1cccc(Cl)c1)c1c(N)n(Cc2ccccc2)c(=O)[nH]c1=O	-4	0	0.93	3	11	0	1	8	-3
36	CCOc1ccc(NC(=O)CN(C)C(=O)c2cc(S(=O)(=O)N(C)C)ccc2N2CCCC2)cc1OCC	2	-11	1.1	2	10	-2	1.1	-14	-1
37	COc1ccc(CNCC(O)(c2ccccc2)c2ccc(F)cc2)cc1 (configuration not stated)	0	2	1	-5	33	1	0.98	-4	1
38	CCCCCN(C(=O)CCC(=O)OCC(=O)c1ccc(F)c(F)c1)c1c(N)n(CCCC)c(=O)[nH]c1=O	1	1	0.92	2	22	-4	0.99	8	-7
39	Cc1cccc(CSc2nnc(C)c(=O)n2N)c1	1	3	0.91	0	11	-2	0.97	9	-3
40	Cc1ccc(NC(=S)NC(NC(=O)c2ccccc2)C(Cl)(Cl)Cl)c(C)c1 (configuration not stated)	0	-84	1.1	0	7	-2	1.8	-6	-29
41	Cc1nn(CC(=O)Nc2cccc(C(F)(F)F)c2)c(=O)c2cccn12	-1	2	0.94	-2	6	-4	0.98	6	-2
42	CCN1CCN(S(=O)(=O)c2ccc(Cl)c(C(=O)N(C)Cc3ccco3)c2)CC1	0	5	0.92	-3	3	-4	0.95	8	-7
43	O=C(NCCCN1CCOCC1)c1ccc(Cl)c([N+](=O)[O-])c1	3	0	1.1	3	19	-4	1	-10	-5
44	O=C(NCC(=O)N1CCOCC1)c1ccc(Br)o1	1	8	1.1	-6	5	-2	0.93	-8	9
45	Nc1ccc(N2CCN(CCCCN3C(=O)C4CCCN4C3=O)CC2)cc1 (configuration not stated)	2	-2	0.99	0	9	1	1	1	-2
46	Cc1ccc(-c2nc(C=Nc3ccccc3)c(O)o2)cc1	-79	9	0.9	1	10	0	0.91	10	-1
47	CCN(CC)C(=O)C1CCN(Cc2ccc(OCc3ccccc3)cc2)CC1	2	4	1.1	-1	16	-4	0.95	-8	-9
48	C/C(=N\NC(=O)Cc1cccn1C)c1ccco1	3	-10	0.91	-2	6	-4	1.1	10	-9
49	Cc1c(C(=O)OCC(=O)N2CC(C)CC(C)C2)oc2ccccc12 (configuration not stated)	-1	8	1.1	1	10	3	0.92	-8	-4
50	CCOC(=O)Cc1csc(NC(=O)/C=C/c2ccco2)n1	-6	4	0.95	-2	8	1	0.96	5	-5
51	COc1ccc(OC)c(NC(=O)COC(=O)[C@H](Cc2ccccc2)NC(=O)c2ccco2)c1	4	-4	1	-1	25	-2	1	-4	-6
52	CN(C(=O)CC1C(=O)NCCN1Cc1ccccc1F)C1CCOCC1 (configuration not stated)	-13	-3	1.3	-2	10	-4	1	-29	-8
53	O=C(/C=C/c1ccc(F)cc1)Nc1ccc(S(=O)(=O)N2CCOCC2)cc1	2	4	0.87	0	2	1	0.96	13	0

Entries shown so far with a cyano group:
entry	structure	SENP1 FRET inh	mIAP inh	hIAP act	beta cell repl	NLRP3 yeast inh	A3A deaminase	mIAP activ	hIAP inh	APOBEC3G inh
8	COCC(=O)Nc1ccccc1C#N	0	-1	0.87	1	10	0	1	13	-1
18	Cc1ccc(-c2[nH]c(=S)[nH]c(=O)c2C#N)cc1	3	5	0.88	-2	9	3	0.95	12	-1

Among those listed so far, these contain two or more sulfur atoms.
entry	structure	SENP1 FRET inh	mIAP inh	hIAP act	beta cell repl	NLRP3 yeast inh	A3A deaminase	mIAP activ	hIAP inh	APOBEC3G inh
13	O=C(COC(=O)CCNS(=O)(=O)c1cccs1)Nc1cc(C(F)(F)F)ccc1Cl	2	2	0.89	-4	-11	-3	0.97	11	-3
26	CN(C)CCCN(C(=O)c1cc(-c2cccs2)nc2ccccc12)c1nc2ccc(F)cc2s1	1	-1	1.1	-6	52*	0	1	-13	-2
27	CS(=O)(=O)c1ccc2nc(NC(=O)c3ccc(N4CCCC4=O)cc3)sc2c1	-2	5	0.91	-1	7	6	0.95	9	-2
31	COc1ccc(NC(=O)CCS(=O)(=O)c2ccccc2Cl)cc1S(=O)(=O)Nc1ccc(Cl)cc1	2	5	0.99	-1	11	5	0.95	1	3
